KB-V1 MDR tox – qHTS assay for MDR1-selective chemotherapeutics: Primary screen using the drug-selected MDR subline cells KB-V1 | KB-V1 MDR cells viability, CellTiter-Glo, 72 h | Potency, µM (doses to about 46.1 µM), without a hit: top-dose activity change, negative = cytotoxicity, hits mostly cytotoxic | 3.4% of 400,000 active; also: potency is read from the fitted curve at half-maximal effect; % is scaled to controls: 0 for no effect and ±100 for the full control effect; nearly all actives have a fitted effect of over 60% in size
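Readout: CellTiter-Glo luminescence, 10 min after addition. Cells: KB-V1 MDR subline, 72 h at 37 degrees C with compound. Analysis: corrected, normalized data fitted to concentration-effect curves.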
HT1080 IDH1KD tx – qHTS for induction of synthetic lethality in tumor cells producing 2HG: qHTS for the HT-1080-IDH1KD cell line; HT-1080 IDH1 knockdown viability, ATP luminescence, 48 h; Potency, µM (titrated, usually from 46.1 µM), inactives show at the top dose activity, negative = toxicity, hits mostly cytotoxic; 2% of 360,000 active;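 also: potency is read from the fitted curve at half-maximal effect; 0% = DMSO wells and -100% = cell-free medium wells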
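Luminescent ATP read-out (CellTiter-Glo, 10 min at room temperature) after 48 h compound exposure at 37 °C gave viability of IDH1-knockdown HT-1080 cells. Activity was normalised to DMSO and cell-free wells, then fitted as concentration-response curves.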
HT1080NT lethal – qHTS for induction of synthetic lethality in tumor cells producing 2HG: qHTS for the HT-1080-NT fibrosarcoma cell line; HT-1080-NT fibrosarcoma viability, CellTiter-Glo ATP luminescence, 48 h; Potency, µM (series often up to 46.1 µM), without a hit: at the top dose activity, negative = less viability, usual class: cytotoxic; 1.6% of 360,000 active; AID 686970, 2013;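 also: NT is the 2HG producing partner of a matched IDH1 knockdown line; potency is read from the fitted curve at half-maximal effect; 0% = DMSO-treated cells and -100% = media-only wells without cells; nearly all actives have a fitted effect of over 55% in size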
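HT-1080-NT; 750 cells/well; 5% FBS RPMI; 48 h compound, 37 degrees C; CellTiter-Glo luminescence; curve fitting and curve-class assignment.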
KB-3-1 cytotox – qHTS assay for MDR1-selective chemotherapeutics: Primary screen using the parental adenocarcinoma cell KB-3-1 | KB-3-1 viability, CellTiter-Glo ATP luminescence, 72 h | Potency, µM (highest dose often 46.1 µM), for inactives: top-dose activity change, negative = cytotoxic, actives largely listed as cytotoxic | 1.4% of 400,000 active; also: potency is read from the fitted curve at half-maximal effect; % is scaled to controls: 0 for no effect and ±100 for the full control effect; nearly all actives have a fitted effect of over 60% in size
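Cells are dispensed, compounds pinned in, plates held at 37 °C for 72 h, then CellTiter-Glo is added and luminescence read after 10 minutes. Cell line: parental KB-3-1 in phenol-red-free DMEM, 10% FBS.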
MCF10A rerep – A quantitative high throughput screen for small molecules that induce DNA re-replication in MCF 10a normal breast cells | MCF 10A DNA re-replication, Hoechst nuclear intensity, 48 h | Potency, µM (series often up to 46.1 µM), for the others: at the top dose activity, positive = re-replication, usual class: activators | 2.9% of 350,000 active; also: potency is read from the fitted curve at half-maximal effect; % of control where 0% means no effect; nearly all actives have a fitted effect of over 50% in size
DRD3 agonist – qHTS of D3 Dopamine Receptor Agonist: qHTS; D(3) dopamine receptor (Homo sapiens), P35462; D3R DiscoveRx beta-arrestin cells, luminescence, 90 min; max activation, %; 0.58% of 410,000 active; in the data active = max activation above about 30%; also: 0% is about no effect; mostly tested at two doses, the higher about 12 µM
Target sequence (P35462 whole entry, looked up): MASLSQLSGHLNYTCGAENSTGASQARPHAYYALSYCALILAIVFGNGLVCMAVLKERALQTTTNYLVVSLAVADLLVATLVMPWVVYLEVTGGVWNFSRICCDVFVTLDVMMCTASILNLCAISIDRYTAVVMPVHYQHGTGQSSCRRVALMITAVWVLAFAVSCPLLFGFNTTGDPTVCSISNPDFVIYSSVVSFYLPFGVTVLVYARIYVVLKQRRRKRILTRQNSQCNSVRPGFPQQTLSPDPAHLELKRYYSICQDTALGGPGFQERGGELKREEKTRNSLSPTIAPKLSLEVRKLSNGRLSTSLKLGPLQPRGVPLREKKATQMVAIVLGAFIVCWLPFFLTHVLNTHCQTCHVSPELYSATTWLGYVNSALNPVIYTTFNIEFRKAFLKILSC
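Cells at 1500/well, incubated overnight, then treated with pinned compounds (dopamine as control) for 90 min at 37 degrees C. DiscoveRx reagent added for 30 - 60 minutes at room temperature; luminescence read.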
GLP1R cytotox – qHTS of GLP-1 Receptor Inverse Agonists: Cytotox Screen | 0.13% of 410,000 active | Potency, µM (titrated, usually from 38.3 µM), for the others: top-dose activity change, negative = inhibition, actives largely listed as inhibitors | AID 624418, 2012 | HEK293 cAMP-luciferase reporter cells, luminescence, 24 h;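 also: loss of luciferase light is scored as toxicity; potency is read from the fitted curve at half-maximal effect; % is scaled to controls: 0 for no effect and ±100 for the full control effect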
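A 23 nL compound transfer followed 12 hours of cell culture at 37 deg C; exposure then lasted 24 hr. Luciferase assay detection reagent was dispensed and plates read for luminescence after a 12 min room-temperature wait.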
SW480 rerep – A quantitative high throughput screen for small molecules that induce DNA re-replication in SW480 colon adenocarcinoma cells | SW480 DNA re-replication, Hoechst DNA content imaging, 48 h | Potency, µM (highest dose often 46.1 µM), for the others: at the top dose re-replication activation, hits mostly activators | 1.8% of 340,000 active; also: potency is read from the fitted curve at half-maximal effect; % of control where 0% means no effect; nearly all actives have a fitted effect of over 55% in size
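Hoechst fluorescence of nuclei (405 nm excitation, 500-530 nm emission) measured by plate-scanning imager after 48 hr compound exposure at 37 C; re-replication scored as increased number of nuclei with elevated intensity.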
IL-1B inflam inh – qHTS for Inhibitors of Inflammasome Signaling: IL-1-beta AlphaLISA Primary Screen | activity change, % at 57.5 µM | AID 743279, 2014 | THP-1 LPS/ATP IL-1B secretion, AlphaLISA, 16 h; active compounds read low | 4.7% of 360,000 active; in the data active = activity change below about -50%; inconclusive = mostly about -30% to -49%; also: % is scaled to controls: 0 for no effect and ±100 for the full control effect
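Secreted IL-1B measured by AlphaLISA bead assay after 16 h compound exposure of THP-1 cells; compounds (final up to 57.5 uM) added 1 h before LPS (250 ng/mL) and ATP (1.25 mM) stimulation; lower signal means less secretion.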
* hit, by the source's call; ? = inconclusive; nt = no result given; & = joins results of further samples; [ ] = dose if it differs, or a comment. Unless noted, calls follow the shape of the dose curve; as a rule, active = well fitted curve in the direction sought with a large enough effect; inconclusive = small, poorly fitted or top-dose-only effect, or another doubt; inactive = no such curve, though single readings can be large; an effect the other way counts as inactive or inconclusive.

SMILES | KB-V1 MDR tox | HT1080 IDH1KD tx | HT1080NT lethal | KB-3-1 cytotox | MCF10A rerep | DRD3 agonist | GLP1R cytotox | SW480 rerep | IL-1B inflam inh
COc1ccc(Nc2ncc(C(=O)N3CCN(c4ccc(F)cc4)CC3)c3ccccc23)cc1 | ? | -9.7% | -14.8% | ? | 13.2% | 14.9&14.4 | -0.2%&48.3% | -4.2% | -59.5*
COC(=O)[C@@H]1C[C@H]2CC[C@H](O)C[C@H]2N1Cc1ccccc1OS(=O)(=O)c1ccc(C)cc1 | -4.2% | 13.0% | 7.9% | 10.7% | ? | -10.4 | 2.5% | -33.8%[inhibitor][9.22 µM] | 14.7
Cc1ccc(NC(=O)Cn2c(=O)n(CCC(=O)NC3CCN(Cc4ccccc4)CC3)c(=O)c3ccccc32)cc1 | -1.8% | -21.8% | 1.3% | 19.3% | -0.9% | -3.3 | 5.8% | 0.3% | 0.0
Cc1ccc(S(=O)(=O)N(C)C)cc1NC(=O)CCNC(=O)c1ccco1 | 0.0% | 9.0% | 3.9% | -4.4% | -27.1% | -12.9 | 14.3% | -3.9% | -2.2
C=CCn1c(=O)c2ccccc2n2c(SC(C)C(=O)Nc3nc(-c4ccccc4)cs3)nnc12 (stereo not drawn) | ? | -13.3% | -4.8% | -17.5% | 4.2% | -2.5 | 54.1%[activator] | -7.3% | -18.0
NC(=O)c1c(NC(=O)CN2C(=O)CCC2=O)sc2c1CCCCC2 | 5.7% | 4.9% | 10.5% | 22.3% | 1.1% | 8.4 | 1.8% | -11.6% | 0.0
Cc1ccc(NC(=O)NNC(=O)c2cccs2)cc1 | 8.3% | 4.2% | 7.9% | 20.0% | -0.6% | 3.6 | 18.4%[1.53 µM] | 5.2% | -7.2
O=C(c1ccccc1F)N1CCN(S(=O)(=O)c2ccc(Br)cc2)CC1 | -5.0% | -0.6% | -2.5% | -19.2% | 1.9% | -0.5 | 5.2% | 29.6% | -2.2
COc1ccccc1/C=C(\NC(=O)c1ccc(OC)c(OC)c1)C(=O)Nc1ccc([N+](=O)[O-])cc1 | -11.8% | -8.6% | -3.1% | 6.9% | 0.2% | -11.1 | 0.5% | 2.6% | -0.7
CCOc1ccccc1NS(=O)(=O)c1cc(-c2cnc(C3CC3)o2)ccc1C | 0.4% | nt | nt | ? | nt | -31.5 | -0.2% | nt | nt
Clc1ccc(CCNc2nc3cc(Cl)c(Cl)cc3n3cnnc23)cc1 | 0.8% | nt | nt | 14.1% | nt | 2.9 | -9.3% | nt | nt
NC(=O)C1CCN(C(=O)c2cc(S(=O)(=O)N3CCOCC3)ccc2Cl)CC1 | -6.2% | 10.6% | 17.4% | 10.0% | -0.8% | -13.2 | 0.6% | -21.5% | -2.6
COCCNC(=O)C(=O)Nc1c2c(nn1-c1ccccc1)CS(=O)(=O)C2 | -2.4% | nt | nt | -10.8% | nt | -4.1 | -4.5% | nt | nt
CC1(OC(=O)C2CCCC2)C(=O)C=C2C=C(c3ccsc3)N(Cc3ccco3)C=C2C1=O (stereo not drawn) | -4.6% | -8.3% | 4.8% | 0.0% | -0.1% | 2.5 | -3.9% | -4.0% | 50.8
O=C(Nc1cccnc1)c1ccc([N+](=O)[O-])s1 | -23.4% | ? | ? | ? | ? | -1.4 | -8.2% | ? | -2.1
COc1ccccc1NC(=S)NC(=O)c1ccc(Cn2cc(Br)cn2)cc1 | -1.4% | ? | -26.3% | -9.9% | ? | 0.0 | 2.3% | -4.4% | -6.4
COC(=O)C1CC2=C(CCC2=O)N(c2ccccc2)C1=O (stereo not drawn) | -5.8% | 4.1% | 12.8% | 16.5% | -12.2% | -7.1 | -0.5% | -6.0%[9.22 µM] | 32.3
O=c1c(-c2ccccc2)nnc2sc(COc3ccc(Br)cc3)nn12 | -1.4% | 3.7% | 18.3% | 3.9% | 2.3% | 4.4 | -10.3% | -1.2% | -22.0
Cc1c(C(=O)NCc2ccccc2)oc2ccc(S(=O)(=O)N3CCCC3)cc12 | -5.2% | ? | -21.0% | -16.0% | 6.8% | 0.5 | -4.9% | -0.9% | -7.1
CC(C)(C)c1cc(CN2CCOCC2)c(C(=O)O)o1 | 14.0% | 12.9% | 14.8% | 5.8% | -2.7% | -1.4 | -12.8% | -4.5% | 12.5
Cc1cc(C(=O)N/N=C/c2ccc(-c3ccccc3Cl)o2)n[nH]1 | 23.1µM* | -0.6% | 1.4% | ? | ? | 3.9 | -11.5% | -36.3%[inhibitor] | -18.2
CCCOc1ccc(C(=O)Nc2cccc(NC(=O)c3cccc(Cl)c3)c2)cc1 | -4.1% | nt | nt | ? | nt | 2.3 | -15.9% | nt | nt
CC(=O)c1ccc(NS(=O)(=O)c2cc3c(cc2C)N(C)CCO3)cc1 | -29.6% | 16.4µM* | ? | -1.5% | 0.5% | 5.6 | 0.1% | 0.2% | 38.2
CC1CCCC(NC(=O)COC(=O)c2ccccc2NC(=O)c2ccco2)C1C (stereo not drawn) | 6.2% | 5.7% | 9.1% | 11.1% | -2.1% | 3.6 | 2.6% | -2.0% | 45.3
OCC1(CCOc2ccccc2)CCN(Cc2ccccc2C(F)(F)F)CC1 | -5.3% | -24.8% | ? | -17.8% | ? | -0.6 | -28.8% | 1.6% | -55.1*
CCOC(=O)C1CCCN(C(=O)c2cccs2)C1 (stereo not drawn) | 4.5% | 1.5% | 0.0% | -3.5% | -1.9% | -2.4 | 6.3% | -6.5% | -2.1
O=C(c1ccccc1)C1CN(Cc2ccccc2)CCC1(O)c1ccccc1 (stereo not drawn) | 4.6% | -27.3% | -23.6% | 15.5% | ? | -23.9 | -5.0% | ? | ?
CCC1(C)Cc2c(sc3[nH]c(=S)n(Cc4ccccc4)c(=O)c23)CO1 (stereo not drawn) | ? | 14.6µM* | ? | ? | 13µM* | -6.6 | -22.3% | ? | 60.2
CC(CCc1ccccc1)NC(=O)CNC(=O)N1CC(=O)Nc2ccccc21 (stereo not drawn) | 17.9% | 7.6% | -2.6% | -19.4% | -2.4% | 3.3 | 1.1% | -0.2% | -3.8
CCCCN1C(=S)NC[C@@H]1Cc1ccccc1 | -4.3% | 7.6% | 0.5% | 14.8% | -1.6% | 2.2 | ? | -7.9% | 4.4
O=C(COC(=O)c1cccnc1)Nc1cccc2ccccc12 | 4.8% | 10.6% | 7.8% | 9.3% | 0.4% | -0.1 | 13.0% | 4.6% | -9.5
COc1ccc(C(c2oc(CO)cc(=O)c2O)c2oc(CO)cc(=O)c2O)cc1OC | 29.9% | -9.2% | -2.5% | 5.6% | -29.2% | 12.9 | 0.4% | -33.9%[inhibitor][1.84 µM] | 12.0
Cc1c(C(=O)NC(=S)Nc2ccc(NC(=O)c3cccs3)cc2)oc2ccccc12 | 13.1% | 16.0% | 13.5% | -3.1% | -0.9% | 1.6 | -2.1% | -0.5% | -16.5
COc1ccc(-c2cn(CCc3c[nH]c4ccccc34)nn2)cc1 | ? | ? | ? | -3.8%&-4.4% | -1.5% | 6.5 | -13.0% | -6.5% | -18.4
Cc1ccc(CS(=O)(=O)CCC(=O)NCCCOC(C)C)cc1 | 0.3% | 3.2% | 5.2% | -1.6% | -2.4% | 15.3 | -1.3% | -0.7% | 27.1
Cc1ccc2ncc(C(=O)N3CCN(c4ccccc4F)CC3)c(=O)n2c1 | ? | nt | nt | 4.0% | nt | -6.8 | -7.8% | nt | nt
CCC(=O)N/C(=N/c1nc(C)cc(C)n1)Nc1ccccc1 | -2.6% | 1.7% | -5.5% | -0.4% | 3.3% | 5.8 | 13.6% | -1.7%[9.22 µM] | 29.3
COc1ccccc1-c1nnc(NC(=O)CSc2nncn2C)s1 | -0.7% | -17.2% | -1.1% | 1.7% | -2.0% | -0.5 | -2.2% | 1.5% | 0.0
CCn1ncc(C2=NOC(C(=O)Nc3cccnc3)C2)c1C (stereo not drawn) | ? | -9.0% | -4.5% | -26.7% | 0.8% | 1.2 | -5.9% | 0.3% | -10.9
Cc1sc2nc(CN3CCOCC3)nc(NS(=O)(=O)c3ccccc3)c2c1C | 0.5% | 13.9% | 15.3% | 5.2% | -0.3% | 7.0 | -5.7% | 0.4% | 3.9
COc1ccc(CCNC(=O)C2CCC(=O)N(C3CCCCCC3)C2)cc1 (stereo not drawn) | 0.0% | 12.2% | -0.1% | -4.4% | -1.1% | -1.6 | -12.3% | -3.1% | -2.9
CN(c1ccccc1)S(=O)(=O)c1ccc(C(=O)NCC(c2ccco2)N2CCCCC2)cc1 (stereo not drawn) | -0.7% | 1.3% | 13.5% | -14.9% | ? | -15.5 | 1.1% | -4.9% | 15.6
Cc1cc(C)nc(Nc2n[nH]c(-c3ccc(C(C)(C)C)cc3)n2)n1 | ? | 27.1% | 10.1% | ? | 2.1% | 5.5 | -6.7% | -2.5% | 49.8
O=C(c1ccccc1O)N1CCOCC1 | -8.3% | -3.9% | 7.6% | 1.9% | 14.6% | 0.3 | 2.6% | -7.3% | 32.0
O=C1C=C(N2CCCCCC2)C(=O)N1c1ccc(Cl)cc1 | 8.5% | 14.0% | ? | -2.5% | 8.1% | -4.9 | -1.8% | 6.2% | -22.5
COc1ccccc1OCCOc1ccc(/C=C2\C(=N)N3N=C(C)SC3=NC2=O)cc1 | 0.0% | 6.2% | 6.2% | ? | ? | 2.3 | 4.6% | -4.4% | 8.0
